697 NFkB inh = inhibitors of the PMA/ionomycin-induced NF-kB reporter in 697 B cells; hit rate 0.33% among 330,000; inhibition, % at 4 µM; 697 B-cell NF-kB luciferase reporter, 16 h; in the data active = inhibition above about 35%
CHOP UPR activ = apoptotic UPR (CHOP) activation; hit rate 0.34% among 330,000; CHO-CHOP luciferase reporter, luminescence; percent of tunicamycin response over DMSO baseline; activation, % at 10 µM; AID 449763;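 active = at 10 µM dose, activation of 40% or more, normalized to positive control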;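 also: 100% = tunicamycin at 10 µg/mL and 0% = DMSO alone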
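Test system: CHO-CHOP cells, stable luciferase reporter of PERK-eIF2a-CHOP signalling | Quantity: 500 CHO-CHOP cells per well | Buffer or medium: F12 plus 10% serum | Compound dosing: 10 µM single point, 0.5% DMSO | Schedule: 6 h compound treatment, 37 °C | Signal: Luciferase luminescence | Control set: Tunicamycin high control, DMSO low control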
XBP1 UPR activ = activators of adaptive arm of unfolded protein response (XBP1). AID 463104. CHO-XBP1 luciferase reporter, IRE1-XBP1 UPR activation, luminescence; percent of tunicamycin response, DMSO as zero. activation, % at 20 µM. hit rate 0.33% among 330,000;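 active = versus positive control, 20 µM dose yields 30% or more activation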;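 also: 100% = tunicamycin at 10 µg/mL and 0% = DMSO only wells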
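assay system = CHO-XBP1 luciferase reporter cells | amount = 1000 cells/well | buffer or medium = F12 plus 10% FBS | compound dosing = single point, 20 µM final compound, 1% DMSO | incubation = 16-18 h cell attachment at 37 °C, then 6 h compound exposure | detection = Steady-Glo luminescence read | controls = tunicamycin 10 µg/mL and vehicle-only wells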
APJ antag = antagonists of human APJ apelin receptor. P35414. AID 2521. hit rate 0.32% among 330,000. inhibition, % at 20 µM. CHO-K1 APJ beta-arrestin complementation, luminescence;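 active = inhibition above about 40% at 20 µM, limit read from the data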;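 also: cells challenged with 10 nM apelin-13 agonist together with compound; plate controls were apelin-13 plus DMSO wells for no effect and DMSO wells lacking apelin-13 for full effect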
Mdm2 MdmX PPI = disrupts the human Mdm2-MdmX interaction; SaOS-2 split-luciferase Mdm2/MdmX complementation, luminescence; inhibition, % at 8 µM; hit rate 3% among 330,000; AID 485346;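 active = inhibition of at least 50% at 8 µM in the primary screen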
Jurkat NFkB inh = lowers PMA/ionomycin-induced NF-kB signal in Jurkat cells; PMA/ionomycin-induced NF-kB luciferase reporter, luminescence; inhibition, % at 4 µM; hit rate 0.53% among 330,000; AID 435003; in the data active = inhibition above about 50%
tim23-1 inh = growth inhibitors of tim23-1 mutant yeast. hit rate 1.3% among 330,000. S. cerevisiae tim23-1 growth, BacTiter-Glo luminescence, 24 h. inhibition, % at 20 µM. AID 463212;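 active = growth inhibition of the mutant yeast at or above 50%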;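 also: temperature-sensitive mutant grown at 25 °C; plate controls were DMSO-treated mutant yeast for no effect and medium wells lacking yeast for full effect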
APJ ag = APJ receptor agonism | CHO-K1 APJ PathHunter beta-arrestin, luminescence; 0% DMSO wells, 100% apelin | activation, % at 20 µM | hit rate 0.11% among 330,000 | AID 2520;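 active = activation more than six SD over the plate average, tested at 20 µM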;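 also: 0% = DMSO alone and 100% = apelin-13 at 10 nM; some results filed as inactive read as strong as hits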
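Assay system: CHO-K1 cells stably expressing ProLink-tagged human APJ and arrestin–beta-gal acceptor. Compound dosing: 20 µM single point, 1% DMSO. Times: 16-18 h seeding, 90 min dark compound exposure, 60 min detection. Detection: beta-gal luminescence. Evaluation: APJ–arrestin association signal. Controls: negative DMSO alone, positive Apelin-13 at 10 nM.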
* hit, by the source's call. Not a hit list; overall some 5% were active at least once.

SMILES	697 NFkB inh	CHOP UPR activ	XBP1 UPR activ	APJ antag	Mdm2 MdmX PPI	Jurkat NFkB inh	tim23-1 inh	APJ ag
O=c1[nH]n2c(=O)c3c([nH]c2c1N=Nc1ccccc1)CCC3	-11	1.3	-1	26	22	-9	0	-2
COC(=O)NCc1cccc(CNC(=O)OC)c1	-2	-0.4	1	6	-1	-20	-2	0
CC(C)n1nnnc1SCC(=O)Nc1ccccc1N1CCOCC1	11	1.9	2	2	14	0	10	0
O=C(NNC(=O)c1cc2ccccc2o1)c1ccncc1	-2	-1.8	2	8	-25	-2	6	1
CCC(C)NC(=O)c1ccc(CN2CCc3ccccc3C2)cc1 (centres undefined)	-2	-1.5	-3	16	9	13	9	0
COc1ccccc1NC(=O)COC(=O)c1ccc(N2CCCC2=O)cc1	14	0.5	-3	-9	18	6	-2	-4
CCOc1cc(/C=N/NC(=O)C(OC)c2ccccc2)ccc1O (centres undefined)	25	-0.2	-2	-8	11	7	3	-2
Cc1ccc(Cc2c(C)[nH]c(=S)[nH]c2=O)cc1	-2	0.9	-4	5	7	12	-1	0
Cn1c(SCC(=O)Nc2cccnc2)nnc1-c1ccccc1F	8	-1.0	0	0	1	2	6	1
COC(=O)c1ccc(NC(=O)CCN2C(=O)C3CC=CCC3C2=O)cc1 (centres undefined)	3	2.7	-4	11	11	-13	0	0
COc1cc(/C=C/C(=O)O)cc(S(=O)(=O)Nc2ccc3cn[nH]c3c2)c1OC	3	-1.1	0	-41	19	9	7	0
O=C(/C=C/c1ccco1)NCC(=O)N/N=C/c1ccc([N+](=O)[O-])cc1	-16	-1.0	1	-12	-20	-9	11	1
Cc1cc(CNC(=O)CCc2nnc(CCCc3ccccc3)o2)nn1C	-34	2.0	3	-5	-6	-26	0	-2
COc1ccc(C2/C=C\CN(C(=O)C3CCCCC3)CC(=O)N2Cc2ccc(F)cc2)cc1 (centres undefined)	11	-1.1	-1	12	1	4	-3	2
Cc1ccc([N+](=O)[O-])cc1S(=O)(=O)Nc1ccc(N2CCOCC2)cc1	4	0.2	2	1	-11	-6	7	2
O=C(CSc1nc(NS(=O)(=O)c2ccccc2)cc(=O)[nH]1)Nc1cccc(C(F)(F)F)c1	8	1.8	-4	3	12	-4	10	-2
Cc1coc2c1C(=O)C(=O)c1c-2ccc2c(C)cccc12	-12	62*	13	-3	65*	0	19	16
Cc1noc(C)c1COc1ccc(C(=O)OC(C)C(=O)Nc2ccc(N3CCOCC3)cc2)cc1 (centres undefined)	18	1.2	3	-5	-3	4	7	3
CCOCCCNS(=O)(=O)c1ccc(-n2cnnn2)c(OC)c1	-5	-2.2	-1	-26	-18	-12	4	6
COc1ccc(C(=O)COC(=O)CCCN=C2NS(=O)(=O)c3ccccc32)c(OC)c1	-1	0.2	1	-8	16	-2	5	1
CCc1cccc(NS(=O)(=O)c2ccc3c(c2)NC(=O)C(C)S3)c1 (centres undefined)	-24	-0.8	-4	7	-6	-3	18	3
Cn1c(-c2nnn(-c3ccc(F)cc3)n2)cc2ccccc21	-142	3.2	4	0	-243	-140	31	1
CC(C)(C)[C@@H]1C=C(C(=O)N2CCN(Cc3ccccc3)CC2)O[C@H](OCc2ccc(CO)cc2)C1	11	-0.6	-1	15	3	-8	-2	9
NC(=O)c1cnn(-c2cccc(Cl)c2)c1N	8	0.0	-1	12	4	-7	-8	-4
CCCN1CCN(C(=O)CCNC(=O)Cn2cnc3ccccc3c2=O)CC1	8	1.9	3	15	-5	-7	4	0

Other results follow.
SMILES	697 NFkB inh	CHOP UPR activ	XBP1 UPR activ	APJ antag	Mdm2 MdmX PPI	Jurkat NFkB inh	tim23-1 inh	APJ ag
Cc1nc(C)n(C(C)CNS(=O)(=O)c2ccc(Cl)cc2)n1 (centres undefined)	18	0.2	-2	7	7	1	-2	-5
Cc1sc2nc(SCC(=O)NCCOCCO)n(C)c(=O)c2c1C	13	0.6	3	0	20	20	-7	-1
COc1ccccc1-n1cccc1C=O	13	0.2	-5	13	10	-6	-10	-2
C/C=C/C1=CC(=O)C[C@H](c2ccc(F)cc2)C1	-10	-1.0	-2	-3	-6	-10	24	-4
O=C(c1cccc(S(=O)(=O)N2CCCC2)c1)c1nnc(-c2ccncc2)o1	-11	0.9	-4	-1	-20	18	10	5
Cc1ccccc1-c1nnc(SCC(=O)Nc2cccnc2Cl)o1	-69	-0.4	-2	4	-79	-81	4	-1
COc1ccc(NS(=O)(=O)c2cccc(NC(=O)c3cnccn3)c2)cc1Br	-16	-0.4	-1	-18	16	-8	5	-3
CC(=O)Nc1nc(C)c(Oc2ccc(Cl)cc2Cl)c(=O)[nH]1	10	0.6	-2	-4	17	16	18	-3
CC(O)C(O)C(O)C(O)/C=N/NC(=O)c1ccccc1 (centres undefined)	22	0.5	-1	9	0	13	5	0
CC1N(C)c2cc(NC(=O)c3ccco3)c(P(=O)(Nc3ccc([N+](=O)[O-])cc3)N3CCOCC3)cc2C1(C)C (centres undefined)	-10	0.0	2	17	31	7	4	-4
CC(C)n1ncc2c(C(=O)NCc3cccnc3)cc(C3CC3)nc21	19	2.2	1	11	25	5	10	-5
CCOC(=O)CN(C(=O)CSc1nnc(-c2ccncc2)n1CCCN(C)C)c1ccccc1	-6	0.3	-1	13	11	-12	12	2
CCCc1cc(=O)[nH]c(SCC(=O)NCCCC(=O)OCC)n1	5	-0.1	-3	-4	5	3	-8	-4
CCCOc1ccc(N2C(=O)CC(N(CCc3ccc(OC)cc3)C(=O)c3cccc(F)c3)C2=O)cc1 (centres undefined)	-2	1.7	0	3	-12	-19	6	-4
COc1cc(CN2CCN(C(=O)CC(C)C)CC2)cc(OC)c1OC	-12	-0.1	-1	-21	-22	-25	11	2
O=C(Nc1ccc(NC(=O)c2cccs2)cc1)c1cccs1	-1	4.1	7	1	37	-82	-3	2
O=C(CCN1C(=O)C2C3C=CC(C3)C2C1=O)N1CCN(c2ccc([N+](=O)[O-])cc2)CC1 (centres undefined)	12	-0.2	-3	1	3	16	16	-2
c1ccc(Nc2cccc(Nc3ccccc3)c2)cc1	-52	2.9	-1	4	-23	-43	37	-2
O=C(CCC(=O)OCC(=O)c1ccc(Cl)cc1Cl)Nc1cccc2cccnc12	-4	-0.2	0	64*	5	-24	8	-12
CCOc1ccccc1CNCc1ccc(C(=O)O)cc1	8	-0.9	2	0	10	10	8	-2
O=C1CC(c2ccccc2)Oc2cc(O)ccc21 (centres undefined)	10	4.3	-1	10	-15	-1	17	-2
Cc1ccn(S(=O)(=O)c2ccc3oc(=O)ccc3c2)n1	10	-1.1	-4	9	2	6	30	1
CCCCCCc1cc2cc(-c3nnc(-c4ccccc4)o3)c(=O)oc2cc1O	-38	12	10	-60	85*	-17	8	31*
COc1ccc(NC(=S)NC(=O)c2ccc(Br)o2)cc1	-45	6.2	6	29	-35	-34	-23	-2
Cc1ccc(-c2nn(CCC(=O)Nc3cccnc3)c(=O)c3ccccc23)cc1	6	-0.4	-3	11	30	17	28	-3

(listing goes on)
SMILES	697 NFkB inh	CHOP UPR activ	XBP1 UPR activ	APJ antag	Mdm2 MdmX PPI	Jurkat NFkB inh	tim23-1 inh	APJ ag
COCc1ccc(C(=O)Nc2cccc(S(=O)(=O)N(C)c3ccccc3)c2)cc1	-8	-0.4	-2	-7	7	22	17	1
N#CCSc1ncccc1-c1nc2ccccc2[nH]1	9	-3.1	1	-21	21	1	16	0
CCCCCCC/C(C)=N/NC(=O)CC(=O)NCCc1ccccc1	1	-0.4	0	-1	7	3	-1	-2
COc1cc(/C=N/NC(=O)CCn2c3ccccc3c3ccccc32)ccc1O	-18	0.7	-4	-7	36	11	34	0
Cc1ccc(C(=O)NCC(=O)NCC(c2ccco2)N2CCCCC2)cc1C (centres undefined)	-8	1.7	-1	9	-4	4	2	4
Cc1ccc(C(=O)CNc2ccc(F)cc2)cc1	-13	5.5	-2	24	-6	-8	16	-4
CN(C)/C=C(\C#N)C(=O)Nc1ccc(O)cc1F	17	-0.5	5	-24	-21	6	10	-2
CCC1COCCS(=O)(=O)N1Cc1ccccc1C (centres undefined)	-3	0.1	1	9	8	-8	9	-5
CCOc1c2ccc(C(=O)NCC34CC5CC(CC(C5)C3)C4)cc2nn1CC	-34	1.7	9	-89	-16	-29	43	12
Cc1ccc(NC(=S)NCc2ccc(F)cc2)c(C)c1	12	1.1	-1	10	15	7	43	-1
COc1ccccc1NC(=O)CN1C(=O)COc2ccc(S(=O)(=O)N3CCC(C)CC3)cc21	-6	3.1	-2	-35	21	10	12	6
OCCCNc1c2ccccc2nc2ccccc12	18	-3.0	-4	17	79*	84*	-7	-2
Cc1ccccc1Nc1nc(N)nc(COC(=O)c2ccc(O)cc2)n1	17	2.0	0	-13	-3	-7	4	-2
Cc1noc(C)c1COC(=O)c1cnc(Cl)c(Cl)c1	-11	0.7	-3	15	-14	1	-64	-1
COc1ccc2c(c1)c(C(=O)CN1CCc3ccccc3C1)c(C)n2C	-6	0.6	-2	8	18	0	14	-6
O=C(Nc1c(-c2ccccc2)nc2c(Br)cc(Br)cn12)c1ccco1	-7	0.4	0	21	11	5	-11	-2
CCC(C)[C@@H](N)C(=O)N/N=C/c1ccc2ncccc2c1 (some centres undefined)	7	0.2	-1	15	20	-9	9	-4
O=C(O)c1cccc(S(=O)(=O)N2CCSCC2)c1	-4	-1.3	-1	5	13	5	-1	-3
O=C(Nc1nc(-c2ccc3c(c2)OCO3)cs1)C1COc2ccccc2O1 (centres undefined)	-1	1.1	0	1	-9	-6	34	-3
COc1ccc(S(=O)(=O)N2CC(=O)Nc3ccccc32)cc1F	0	-1.3	-1	-13	9	1	8	1
COC(=O)c1[nH]c2cc(OC)ccc2c1NC(=O)CN1CCOCC1	33	0.1	1	-3	10	6	8	-1
CCN1CCN(c2ccc(S(=O)(=O)N3CCCCC3)cc2NC(=O)COc2ccc(F)cc2Cl)CC1	-9	2.1	0	-44	36	-4	11	-3
COc1ccc(-n2ncc3c2CC(C)(C)CC3NC(=O)c2ocnc2C)cc1 (centres undefined)	-5	-1.9	-7	-43	15	-4	5	-1
CC1(C)N=C(c2cccs2)C(C)(C)N1O	-8	-0.2	-1	5	6	-2	-3	-2
C/C(=N/NC(=O)c1cc(C2CC2)[nH]n1)c1cccs1	-49	-9.3	-5	2	-36	-13	-3	-3

In the list so far, 7 have a Cl atom.
SMILES	697 NFkB inh	CHOP UPR activ	XBP1 UPR activ	APJ antag	Mdm2 MdmX PPI	Jurkat NFkB inh	tim23-1 inh	APJ ag
NC(=O)c1cnn(-c2cccc(Cl)c2)c1N	8	0.0	-1	12	4	-7	-8	-4
Cc1nc(C)n(C(C)CNS(=O)(=O)c2ccc(Cl)cc2)n1 (centres undefined)	18	0.2	-2	7	7	1	-2	-5
Cc1ccccc1-c1nnc(SCC(=O)Nc2cccnc2Cl)o1	-69	-0.4	-2	4	-79	-81	4	-1
CC(=O)Nc1nc(C)c(Oc2ccc(Cl)cc2Cl)c(=O)[nH]1	10	0.6	-2	-4	17	16	18	-3
O=C(CCC(=O)OCC(=O)c1ccc(Cl)cc1Cl)Nc1cccc2cccnc12	-4	-0.2	0	64*	5	-24	8	-12
Cc1noc(C)c1COC(=O)c1cnc(Cl)c(Cl)c1	-11	0.7	-3	15	-14	1	-64	-1
CCN1CCN(c2ccc(S(=O)(=O)N3CCCCC3)cc2NC(=O)COc2ccc(F)cc2Cl)CC1	-9	2.1	0	-44	36	-4	11	-3

Source: PubChem BioAssay
